HEK293 NOD2/NF-kB = NOD2 signaling inhibitors, cell-based, luminescence, uHTS, HEK293 (AID 1566); 0.63% of 290,000 active; inhibition, % at 4 µM; hits with a dose series show EC50 in µM; HEK293 NOD2/NF-kB luciferase reporter, luminescence; higher % means a stronger effect; also: many of its hits are not listed in these tables
XIAP antagonists = XIAP antagonists, biochemical, IAP family, fluorescence polarization (AID 1018); XIAP BIR domain, fluorescence polarization peptide displacement; higher % means a stronger effect; displacement, % at 20 µM, or IC50 in µM where a hit was titrated; 0.007% of 200,000 active; in the data active = displacement above about 50%; also: a part of the inactive calls stands beside numbers as strong as those of hits
P. falciparum M1AAP = P. falciparum M1AAP inhibitors, biochemical, fluorogenic H-Leu-NHMec substrate, 1536-well (AID 1445). recombinant M1AAP, H-Leu-NHMec fluorogenic kinetic assay; higher % means a stronger effect. inhibition, % at 30 µM; hits with a dose series show IC50 in µM. 0.42% of 220,000 active;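 active = primary inhibition above the hit cutoff, then over 50% inhibition at one or more dose response concentrations, cut at about 23% in these data, passing the limit was not always enough; inconclusive = conflicting primary data, or primary hits not chosen for dose response; inactive = low primary inhibition, or under 50% at every dose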;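 also: plate controls were DMSO full reaction for no effect and no enzyme background for full effect; strong numbers were not always called active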
AID2073 = inhibitors of Mint1-CaV2.2 protein interaction, biochemical, HTRF (AID 2073) | HTRF protein-protein interaction, Mint1-CaV2.2; higher % means a stronger effect | inhibition, % at 20 µM, or IC50 in µM where a hit was titrated | 0.19% of 290,000 active; in the data active = inhibition mostly above about 51%, no sharp cut-off; inconclusive = no clear call, values can overlap the other calls; inactive = mostly below about 53%; also: some results filed as inactive read as strong as hits
LYP inhibition = PTPN22 lymphoid phosphatase activity blockers – biochemical, fluorescence intensity, uHTS (AID 1779); one-dose inhibition, % at 11.5 µM; IC50 in µM for titrated hits; 0.054% of 290,000 active; recombinant LYP phosphatase, fluorescence intensity; higher % means a stronger effect;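 also: plate controls were vehicle with enzyme for no effect and no enzyme for full effect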
CSM14.1 death rescue = protection against thapsigargin-triggered cell killing – 384-well, CSM14.1, ATP luminescence, primary screen (AID 1222); CSM14.1 thapsigargin-induced death rescue, ATP luminescence; higher % means a stronger effect; cellular ATP content (survival), % at 20 µM, or EC50 in µM where a hit was titrated; 190,000 tested, under 10 active;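 active = EC50 below 50 µM in the dose-response confirmation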;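 also: death triggered by thapsigargin at about 15 µM added after 2 h compound pretreatment; cell ATP read after overnight thapsigargin exposure of roughly 18 to 22 hours; normalized against plate controls of thapsigargin alone and 5% DMSO vehicle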
M17LAP inhibition = P. falciparum M17LAP inhibitors, primary screen, biochemical, fluorogenic H-Leu-NHMec substrate, 1536-well (AID 1619) | recombinant M17LAP, H-Leu-NHMec fluorogenic kinetic assay; higher % means a stronger effect | inhibition, % at 30 µM, or IC50 in µM where a hit was titrated | 0.38% of 220,000 active;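 active = compound inhibiting the enzyme by more than half at any dose during confirmatory dose-response retesting; inconclusive = strong single-dose inhibitors picked by rank but not retested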;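 also: plate controls were full reaction with DMSO carrier for no effect and no enzyme background for full effect; strong numbers were not always called active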
Hep lipid drop = modulators of hepatic lipid droplet formation. 0.4% of 240,000 active. AML12 mouse hepatocytes, oleate lipid droplets, BODIPY imaging. inhibition, % at 6.5 µM;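 active = lipid droplet intensity inhibited by at least 50%, with more than 500 cells counted; inconclusive = wells with under 300 cells, treated as cytotoxic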
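Material: mouse AML12 hepatocyte cell line, fixed after treatment; Timing: compound with oleate, overnight; Technique: high-content imaging of BODIPY-stained droplets and DAPI nuclei; Probe or stimulus: oleate, 100 µM final; Dosing: compound at 6.5 µM only.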
SIAH1 antagonists = blockers of Siah-1 interaction with plectin peptide – biochemical, fluorescence polarization, rhodamine-plectin, uHTS, primary screen (AID 1817); 0.02% of 290,000 active; displacement, % at 20 µM, or IC50 in µM where a hit was titrated; Siah-1 / rhodamine-plectin peptide fluorescence polarization; higher % means a stronger effect;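 active = displacement of at least 50% at 20 µM, with a fluorescence ratio check between 0.3 and a set limit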;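 also: plate controls were Siah plus tracer with DMSO for no effect and tracer alone without Siah for full effect; strong numbers were not always called active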
Hep lipid drop cells 6.5 µM = also measured in Hep lipid drop; calls as there; cell count; measured here: cell count, cytotoxicity flag;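 cells counted across two imaged fields per well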
Active calls of the source: *; ? = inconclusive; . = no result given. Rule as the data show it, unless noted: active = inhibition above about 50%; inactive = the rest. Not all compounds are listed; rates above refer to the full screens.

cpd	Structure	HEK293 NOD2/NF-kB	XIAP antagonists	P. falciparum M1AAP	AID2073	LYP inhibition
1	O=C(c1ccccc1)C(O)C(c1ccccc1)N1CCOCC1 (stereo not drawn)	0%	.	.	-5%	-3%
2	CC(C)CCOC(=O)C1C2C=CC3(CN(Cc4cccs4)C(=O)C13)O2 (stereo not drawn)	17%	1.2%	5%	8%	0%
3	CN(C)S(=O)(=O)c1ccc(/C(O)=C2/C(=O)C(=O)N(Cc3cccnc3)C2c2ccco2)cc1 (stereo not drawn)	2%	-2.5%	6%	14%	-7%
4	CC(C)NC(=O)CN1CCN(C(=O)c2ccc3oc(CCCc4ccccc4)nc3c2)CC1	-19%	.	.	7%	-4%
5	Cc1nc2cc(N)ccc2n1C1CCCCC1	7%	-9.4%	-2%	-1%	-3%
6	[O-][N+]1=C(c2cccs2)CN(O)C1	6%	2.2%	11%	-7%	-6%
7	CS(=O)(=O)N(CC(=O)NCCSc1ccccn1)c1ccc(F)cc1	9%	-3.5%	2%	5%	-10%
8	Cc1ccc(OCCN2C(=O)CSC2=O)cc1	4%	0.1%	-4%	-3%	-15%
9	COc1ccc(NC(=S)N(CCN2CCOCC2)Cc2cc3cc4c(cc3[nH]c2=O)OCCO4)cc1	13%	-1.9%	1%	-6%	-7%
10	Cc1c(Nc2nc3ccccc3n3cnnc23)cccc1[N+](=O)[O-]	39%	.	.	25%	-7%

cpd	CSM14.1 death rescue	M17LAP inhibition	Hep lipid drop	Hep lipid drop cells 6.5 µM	SIAH1 antagonists
1	.	.	2	755	3%
2	.	13%	-27	582	1%
3	0.5%	49%	.	.	2%
4	.	.	-11	700	-2%
5	-1.3%	9%	4	769	-3%
6	1.6%	11%	.	.	0%
7	0.9%	7%	0	691	3%
8	-1.7%	-7%	.	.	-4%
9	1.0%	11%	13	707	0%
10	.	.	-32	816	-1%

Next compounds:
cpd	Structure	HEK293 NOD2/NF-kB	XIAP antagonists	P. falciparum M1AAP	AID2073	LYP inhibition
11	Cc1cc(/C=C2/C(=N)N3C(=NC2=O)SN=C3S(C)(=O)=O)c(C)n1-c1ccc(F)cc1	-40%	-6.2%	14%	13%	5%
12	Cn1c(SCC(=O)Nc2nccs2)nnc1C12CC3CC(CC(C3)C1)C2	1%	-9.5%	7%	0%	5%
13	COc1cccc(-c2nnc(NC(=O)c3ccc(S(=O)(=O)N4CCOCC4)cc3)o2)c1	16%	-5.1%	-10%	-9%	-2%
14	Cc1ccc(S(=O)(=O)N2CCN(Cc3nc4ccccc4[nH]3)CC2)cc1C	-13%	0.3%	6%	-5%	-1%
15	CC(C)CC(=O)Nc1ccc(F)c(Cl)c1	16%	-2.6%	5%	-6%	-16%
16	O=C(N/N=C/c1ccco1)c1[nH]ncc1Br	0%	.	.	-9%	0%
17	CC(C(=O)Nc1ccc(S(=O)(=O)N2CCOCC2)cc1)N1CCN(c2ccccn2)CC1 (stereo not drawn)	0%	-3.6%	-1%	-3%	-5%
18	CC(=O)OC1CC(C)N(C(=O)c2ccccc2)c2ccc(C)cc21 (stereo not drawn)	8%	-6.2%	9%	21%	-1%
19	Cc1ccccc1N(CC(=O)N1CCN(c2ccccc2)CC1)S(C)(=O)=O	-8%	-1.6%	-4%	-17%	-5%
20	Cc1ccc2[nH]c(O)c(N=O)c2c1	-29%	.	-1%	43%	-2%

cpd	CSM14.1 death rescue	M17LAP inhibition	Hep lipid drop	Hep lipid drop cells 6.5 µM	SIAH1 antagonists
11	-1.5%	33%	-4	734	9%
12	.	11%	-4	687	2%
13	-0.8%	-2%	.	.	4%
14	-0.6%	1%	8	734	-2%
15	0.1%	7%	.	.	3%
16	.	.	4	663	-2%
17	-0.5%	-8%	2	690	10%
18	-0.7%	5%	-14	756	-1%
19	0.0%	6%	-11	731	4%
20	.	-14%	4	713	0%

Not a retest: two of the compounds above.
cpd	Structure	HEK293 NOD2/NF-kB	XIAP antagonists	P. falciparum M1AAP	AID2073	LYP inhibition
11	Cc1cc(/C=C2/C(=N)N3C(=NC2=O)SN=C3S(C)(=O)=O)c(C)n1-c1ccc(F)cc1	-40%	-6.2%	14%	13%	5%
12	Cn1c(SCC(=O)Nc2nccs2)nnc1C12CC3CC(CC(C3)C1)C2	1%	-9.5%	7%	0%	5%

cpd	CSM14.1 death rescue	M17LAP inhibition	Hep lipid drop	Hep lipid drop cells 6.5 µM	SIAH1 antagonists
11	-1.5%	33%	-4	734	9%
12	.	11%	-4	687	2%

The results go on.
cpd	Structure	HEK293 NOD2/NF-kB	XIAP antagonists	P. falciparum M1AAP	AID2073	LYP inhibition
21	Cc1nc2c(cnn2-c2ccccc2)c(=O)[nH]1	-4%	-1.7%	-5%	12%	-4%
22	COc1ccc(C2=CC(=O)CC(c3ccccc3)C2)cc1 (stereo not drawn)	27%	-1.6%	-1%	4%	-2%
23	Cc1cc(=O)n2nc(N3CCC(C(=O)NCCc4ccc(Cl)cc4)CC3)sc2n1	7%	.	.	5%	-3%
24	O=C(CSc1nnc(COc2ccc(Cl)cc2)n1Cc1ccco1)c1ccccc1F	21%	-3.2%	7%	-14%	-1%
25	COc1ccc(C2SCCN2C(=S)Nc2cccc(Cl)c2)cc1 (stereo not drawn)	-4%	-6.3%	3%	-8%	-2%
26	CCc1nnc(NC(=O)CSc2nnc(Cc3cc(=O)[nH]c(=O)[nH]3)n2-c2cccc(OC)c2)s1	0%	1.8%	5%	-1%	-7%
27	COc1ccc(/C=C/C(=O)NC(=S)Nc2ccc(C(=O)O)cc2)cc1	0%	-1.5%	53µM*	-7%	37%
28	Cc1csc(NC(=O)Cc2c[nH]c3ccccc23)n1	-24%	-2.4%	1%	-1%	-5%
29	COc1ccccc1S(=O)(=O)CC(O)COc1ccccc1Cl (stereo not drawn)	-12%	.	.	-1%	-10%
30	Cc1ccc(N(C)S(=O)(=O)c2c(C)[nH]c(C)c2C(=O)N2CCCC2)cc1	19%	.	.	11%	-10%

cpd	CSM14.1 death rescue	M17LAP inhibition	Hep lipid drop	Hep lipid drop cells 6.5 µM	SIAH1 antagonists
21	-0.2%	-6%	4	625	-6%
22	0.6%	-1%	12	652	-1%
23	.	.	-11	692	5%
24	-0.6%	34%	.	.	-1%
25	-4.4%	-1%	-4	595	1%
26	2.2%	12%	22	715	-5%
27	-2.0%	12%	-2	660	7%
28	-0.8%	2%	.	.	4%
29	.	.	-1	864	-4%
30	.	.	-2	732	13%

Next records follow:
cpd	Structure	HEK293 NOD2/NF-kB	XIAP antagonists	P. falciparum M1AAP	AID2073	LYP inhibition
31	COCCN1C(=O)c2ccccc2C(C(=O)NCC2CCCO2)C1c1c[nH]c2ccccc12 (stereo not drawn)	-11%	-4.8%	7%	?	-8%
32	Cc1cc(CNC(=S)Nc2ccc(Br)cc2Cl)nn1C	-34%	-4.4%	1%	-11%	5%
33	O=c1[nH]nc(-c2ccc(OCc3ccc(Cl)cc3Cl)cc2)o1	3%	.	.	10%	-10%
34	O=C(NCC1(O)CCCCC1)C1CCC(=O)N(Cc2ccccc2F)C1 (stereo not drawn)	7%	.	.	2%	-5%
35	CC(C)c1ccc(N2C(=O)CC(NNC(=O)c3cccnc3)C2=O)cc1 (stereo not drawn)	2%	.	-1%	-5%	0%
36	COc1ccc(N(C(=O)CNC(=O)c2cccs2)C(C(=O)NCC2CCCO2)c2ccc(OC)c(OC)c2)cc1 (stereo not drawn)	8%	-0.6%	-5%	-7%	-2%
37	COc1ccc(CCNC(=O)CS(=O)(=O)c2cn(CC(=O)N3CCOCC3)c3ccccc23)cc1OC	11%	-2.0%	8%	-6%	-4%
38	CNC(=O)N(O)C1N(/N=C/c2ccc(C)cc2)C(=S)SC1(C)C (stereo not drawn)	0%	.	.	7%	-1%
39	CN(C)S(=O)(=O)c1ccc(C(=O)Nc2cc(=O)n(C)c(=O)n2C)cc1	15%	1.2%	0%	-2%	2%
40	Fc1cccc(-c2oncc2-c2nnnn2-c2ccc(Cl)cc2)c1	25%	-1.8%	7%	8%	-8%

cpd	CSM14.1 death rescue	M17LAP inhibition	Hep lipid drop	Hep lipid drop cells 6.5 µM	SIAH1 antagonists
31	0.4%	5%	.	.	-3%
32	1.3%	1%	31	726	-3%
33	.	.	-3	818	1%
34	.	.	5	818	2%
35	.	-2%	1	736	-5%
36	0.4%	-5%	2	682	3%
37	0.0%	8%	47	697	4%
38	.	.	13	431	6%
39	-0.8%	6%	-11	682	16%
40	0.2%	6%	-19	728	-8%

Limited to M17LAP inhibition, HEK293 NOD2/NF-kB and P. falciparum M1AAP (three entries from above):
no. | smiles | M17LAP inhibition | HEK293 NOD2/NF-kB | P. falciparum M1AAP
38 | CNC(=O)N(O)C1N(/N=C/c2ccc(C)cc2)C(=S)SC1(C)C (stereo not drawn) | . | 0% | .
39 | CN(C)S(=O)(=O)c1ccc(C(=O)Nc2cc(=O)n(C)c(=O)n2C)cc1 | 6% | 15% | 0%
40 | Fc1cccc(-c2oncc2-c2nnnn2-c2ccc(Cl)cc2)c1 | 6% | 25% | 7%

Additional compounds follow:
cpd	Structure	HEK293 NOD2/NF-kB	XIAP antagonists	P. falciparum M1AAP	AID2073	LYP inhibition
41	CCCOc1cccc(C(=O)Nc2ccc(CN3CCOCC3)cc2)c1	7%	.	.	10%	-9%
42	O=c1cc(-c2ccccc2)nc(/C=C/c2ccccc2)[nH]1	0%	.	4%	10%	-7%
43	Cc1ccc(C(C(=O)NC2CCCC2)N(C(=O)c2csnn2)c2cccc(F)c2)o1 (stereo not drawn)	8%	.	.	3%	-15%
44	O=C1c2ccccc2C(=O)N1CCn1ccnc1	15%	.	.	-6%	-8%
45	COc1ccccc1NC(=S)NC(NC(=O)C(C)C)C(Cl)(Cl)Cl (stereo not drawn)	0%	-4.9%	.	-24%	-3%
46	CN(CC(=O)N1CCN(C2CCCCC2)CC1)S(=O)(=O)c1cccc2nsnc12	-15%	0.5%	-1%	-3%	-4%
47	Cc1ccc(S(=O)(=O)N2C(=O)CCC2C(=O)NCc2ccco2)cc1 (stereo not drawn)	-18%	-4.8%	2%	2%	0%
48	COc1ccc2[nH]c(=O)c(CN(Cc3cccs3)S(=O)(=O)c3c(C)ccc4nsnc34)cc2c1	12%	-2.6%	8%	29%	2%

cpd	CSM14.1 death rescue	M17LAP inhibition	Hep lipid drop	Hep lipid drop cells 6.5 µM	SIAH1 antagonists
41	.	.	2	803	8%
42	.	-6%	0	722	12%
43	.	.	-1	761	14%
44	.	.	-4	775	11%
45	-2.7%	.	-15	601	-4%
46	-3.2%	-1%	8	701	3%
47	-1.7%	3%	-16	714	-2%
48	-4.6%	2%	18	801	2%
